# Screening results from PubChem.
# CCT modulator: changes cytosolic chaperonin activity | purified chaperonin ATPase assay, HTRF ADP detection, 30 min | hit rate 0.3% among 360,000 | activity change, % (test concentration not listed), hits read low; in the data active = activity change below about -30%; note: % is set by controls: 0 for no effect and ±100 for the full control effect
#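 TRiC at 40 or 20 nM final (batch-dependent) in 30 mM Tris pH 7.4, 100 mM KCl, 5 mM MgCl2, 1 mM DTT, with compound at single 76 uM and 10 uM ATP, 30 min at 37 deg C. ADP detected by HTRF Transcreener, 665/615 ratio.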
# WRN helicase inh: inhibitors of human WRN helicase; Q14191; WRN helicase unwinding, fluorescent forked duplex, kinetic; Potency, µM (titrated, usually from 114 µM), inactives show at the highest dose activity change, negative = inhibition, actives largely listed as inhibitors; hit rate 0.46% among 360,000; AID 651768; note: potency is the fitted concentration of half-maximal effect; % is set by controls: 0 for no effect and ±100 for the full control effect; nearly all actives have a fitted effect of over 55% in size
#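 Fluorescence dequenching readout, ex 525 nm/em 598 nm, kinetic mode: forked duplex DNA (100 nM final) with adjacent fluorophore and quencher unwound by WRN (20 nM final) with 2 mM ATP. Compound preincubation 15 min, room temperature.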
# MmCpn inh: inhibitors of Methanococcus maripaludis chaperonin (MmCpn) | purified Mm-Cpn ATPase, ADP Transcreener TR-FRET | Potency, µM (doses to about 76.9 µM), inactives show at the top dose activity, negative = inhibition, hits mostly inhibitors | hit rate 0.031% among 330,000 | AID 504842; note: potency is the fitted concentration of half-maximal effect; % is set by controls: 0 for no effect and ±100 for the full control effect; nearly all actives have a fitted effect of over 80% in size
#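 Reaction buffer contained 30 mM Tris pH 7.4, 100 mM KCl, 5 mM MgCl2 and 1 mM DTT. Mm-CPN (25 nM final) hydrolysed 10 uM ATP over 30 min at 37°C; ADP was read by HTRF.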
# EPAC2 antagonist: antagonists of human EPAC2. Potency, µM (doses to about 114 µM), inactives show at the top dose activity, negative = inhibition, hits mostly inhibitors. hit rate 0.18% among 360,000. EPAC2 GEF exchange of Rap1B-BODIPY-GDP, fluorescence. Q8WZA2. AID 720708; note: potency is the fitted concentration of half-maximal effect; % is set by controls: 0 for no effect and ±100 for the full control effect; nearly all actives have a fitted effect of over 45% in size; many of its hits are not listed in these tables
# Target sequence (Q8WZA2 whole entry, looked up): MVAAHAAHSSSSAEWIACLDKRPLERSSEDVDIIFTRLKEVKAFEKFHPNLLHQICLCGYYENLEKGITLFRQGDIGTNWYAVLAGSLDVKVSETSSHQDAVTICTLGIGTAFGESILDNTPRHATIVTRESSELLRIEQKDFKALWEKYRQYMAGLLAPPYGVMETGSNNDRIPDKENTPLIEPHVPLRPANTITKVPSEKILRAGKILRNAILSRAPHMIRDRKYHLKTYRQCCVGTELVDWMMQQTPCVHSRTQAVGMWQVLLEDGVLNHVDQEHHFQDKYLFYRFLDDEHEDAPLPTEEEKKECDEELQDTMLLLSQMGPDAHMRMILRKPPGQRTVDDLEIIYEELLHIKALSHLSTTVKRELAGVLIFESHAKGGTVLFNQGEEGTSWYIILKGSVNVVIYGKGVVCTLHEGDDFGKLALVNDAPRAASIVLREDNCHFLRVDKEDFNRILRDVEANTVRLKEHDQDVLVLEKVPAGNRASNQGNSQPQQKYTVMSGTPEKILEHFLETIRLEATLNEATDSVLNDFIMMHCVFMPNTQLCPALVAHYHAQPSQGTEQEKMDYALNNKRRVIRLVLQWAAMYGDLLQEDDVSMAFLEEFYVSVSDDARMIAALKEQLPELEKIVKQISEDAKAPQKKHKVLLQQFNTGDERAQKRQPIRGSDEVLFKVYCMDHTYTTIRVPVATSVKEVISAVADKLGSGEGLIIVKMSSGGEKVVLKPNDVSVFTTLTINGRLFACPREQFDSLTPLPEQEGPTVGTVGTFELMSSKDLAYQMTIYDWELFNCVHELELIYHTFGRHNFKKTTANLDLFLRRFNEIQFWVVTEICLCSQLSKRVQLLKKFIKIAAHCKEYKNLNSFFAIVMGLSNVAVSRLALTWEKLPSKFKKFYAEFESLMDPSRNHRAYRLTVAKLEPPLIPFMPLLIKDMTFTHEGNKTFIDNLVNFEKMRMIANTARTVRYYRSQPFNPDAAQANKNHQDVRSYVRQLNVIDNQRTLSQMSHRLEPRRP
# EPAC1 ag: activates human EPAC1 exchange factor. O95398. Potency, µM (top dose mostly 154 µM), without a hit: at the highest dose activation, actives largely listed as activators. AID 720707. EPAC1 agonist qHTS, biochemical assay; response scale: 100% = response to 6.5 mM cAMP. hit rate 0.073% among 360,000; note: potency is the fitted concentration of half-maximal effect; nearly all actives have a fitted effect of over 60% in size
#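 Nucleotide exchange by EPAC1 (100 nM) on Rap1B–BODIPY-GDP (250 nM) in the presence of 50 uM GDP is tracked fluorescently at 480/540 nm over 30 min. Signals are normalized to a 6.5 mM cAMP control.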
# EPAC1 antagonist: EPAC1 (human) antagonism. O95398. hit rate 0.14% among 360,000. EPAC1 GEF assay, Rap1b-BODIPY-GDP exchange fluorescence. Potency, µM (series often up to 115 µM), for the others: at the highest dose activity change, negative = inhibition, actives largely listed as inhibitors;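 note: potency is the fitted concentration of half-maximal effect; plate controls were vehicle for no effect and positive control for full effect; nearly all actives have a fitted effect of over 50% in size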
# PI5P4Ka inh: inhibitors of human PI5P4K alpha; P48426; PI5P4Kalpha enzyme, ADP-Glo luminescence, 60 min; active compounds read low; max response, %; hit rate 1.2% among 330,000; AID 652105; active = max response of -50% or lower; inconclusive = between -30% and -50%; inactive = -30% or higher; note: value at the top dose of about 77 µM; % is set by controls: 0 for no effect and ±100 for the full control effect
#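 Single end-point luminescence (ADP-Glo) quantified ADP from PI5P4Kalpha turnover; ATP 5 microM final, 1 h at RT, 0.1% CHAPS and 0.28 mM EGTA in HEPES pH 7.4.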
# PLK1 PBD inh: PLK1 (human) polo-box domain binding inhibition. Plk1 PBD binding of FITC phosphopeptide, fluorescence polarization. hit rate 2.8% among 360,000. AID 720504. Potency, µM, inactives show max response, negative = inhibition, actives largely listed as inhibitors. P53350; note: potency is the fitted concentration of half-maximal effect; series mostly up to about 57 µM; % is set by controls: 0 for no effect and ±100 for the full control effect; nearly all actives have a fitted effect of over 65% in size
# Starred values were filed as active, the others as inactive; u = inconclusive; x = not tested or not shown; [ ] = another dose, or the depositor's remark. Unless noted, calls come from the whole dose curve; as a rule, active = well fitted curve in the direction sought with a large enough effect; inconclusive = small, poorly fitted or top-dose-only effect, or another doubt; inactive = no such curve, though single readings can be large; an effect the other way counts as inactive or inconclusive.
1) Cc1ccc(C(=O)O/N=C(\c2ccccc2)c2ccncc2)cc1
2) O=C(CSc1nccn(-c2ccc3c(c2)OCCO3)c1=O)Nc1ccccc1
3) CCc1c(O)nc2sc3ccccc3n2c1=O
4) Cc1ccccc1C(=O)NCC(C)NC(=O)c1ccccc1C (centres undefined)
5) O=C(CN1C(=O)C2(OCCCO2)c2ccccc21)NCCc1ccccc1
6) O=C(COC(=O)c1ccc[nH]c1=O)Nc1ccc2c(c1)OC(F)(F)O2

entry no.	1	2	3	4	5	6
CCT modulator	0.6	2.7	-1.1	1.9	-3.2	-2.6
WRN helicase inh	2%	-15%	-11%	-5%	-8%	-6%
MmCpn inh	0%	-12%	-4%	x	-5%	-1%
EPAC2 antagonist	u	-9%	2%	16%	16%	3%
EPAC1 ag	1%	13%	11%	0%	0%	3%
EPAC1 antagonist	7%	-15%	6%	-11%	14%	-24%
PI5P4Ka inh	-5	-10	-1	2	x	3
PLK1 PBD inh	-9%	21µM*	-1%	-3%	-6%	-1%

7) CCN(CC(=O)N1CCN(Cc2ccccc2)CC1)S(=O)(=O)c1ccccc1
8) CCOC(=O)/C=C/[C@H]1CCc2cccc(Cl)c2O1
9) COc1ccccc1NC(=O)CN1CCC(c2nc3ccc(C)cc3[nH]2)CC1
10) Cc1c(NC(=O)COc2cccc(Cl)c2Cl)c(=O)n(-c2ccccc2)n1C
11) NC(=O)COc1ccc(Cc2ncc(C(F)(F)F)cc2Cl)cc1
12) S=c1[nH]nc(CCc2ccc(Cl)cc2)o1

entry no.	7	8	9	10	11	12
CCT modulator	-1.6	-3.6	-1.5	-3.6	1.6	-2.0
WRN helicase inh	-21%	-7%	2%	-12%	-1%	-7%
MmCpn inh	1%	-2%	-5%	-1%	0%	2%
EPAC2 antagonist	8%	-22%	-8%	-4%	-1%	5%
EPAC1 ag	3%	-1%	-5%	5%	-2%	-3%
EPAC1 antagonist	6%	-14%	-10%	3%	2%	-16%
PI5P4Ka inh	6	2	4	7	-1	u
PLK1 PBD inh	-4%	21µM*	1%	-1%	-9%	-14%

13) Cc1cc(NC(=O)CSc2nnc(C)n2-c2ccccc2C)no1
14) COc1ccc(N/C(C)=C/C(=S)Nc2ccccc2)cc1
15) CCN(CC)C(=O)[C@H]1CC(CC(=O)NCc2cccc(C(F)(F)F)c2)C(=O)N2CCc3c([nH]c4ccc(OC)cc34)[C@]12C (some centres undefined)
16) Cc1ccc(C)c(S(=O)(=O)NCC(=O)N2CCCC2)c1
17) Cc1c(C(=O)OCc2ccc(F)cc2)sc2nc3n(c(=O)c12)CCC3
18) O=C(Nc1ccc(-c2nc3cccnc3s2)cc1)c1ccco1

entry no.	13	14	15	16	17	18
CCT modulator	-1.6	-1.1	-3.4	0.3	1.8	1.5
WRN helicase inh	7%	-8%	-7%	7%	8%	-2%
MmCpn inh	-3%	-1%	-1%	2%	-1%	0%
EPAC2 antagonist	5%	-1%	-11%	-2%	-13%	4%
EPAC1 ag	1%	-1%	-14%	8%	1%	10%
EPAC1 antagonist	-9%	u	-6%	-10%	-7%	19%
PI5P4Ka inh	0	-5	-2	-6	-2	-8
PLK1 PBD inh	-15%	-13%	-3%	-6%	-4%	-11%

# Part of the list above in a different format:
nr	compound	CCT modulator	WRN helicase inh	MmCpn inh	EPAC2 antagonist	EPAC1 ag	EPAC1 antagonist	PI5P4Ka inh	PLK1 PBD inh
14	COc1ccc(N/C(C)=C/C(=S)Nc2ccccc2)cc1	-1.1	-8%	-1%	-1%	-1%	u	-5	-13%
15	CCN(CC)C(=O)[C@H]1CC(CC(=O)NCc2cccc(C(F)(F)F)c2)C(=O)N2CCc3c([nH]c4ccc(OC)cc34)[C@]12C (some centres undefined)	-3.4	-7%	-1%	-11%	-14%	-6%	-2	-3%

# Additional records follow.
19) CC(=O)N(Cc1ccc(F)cc1)C1=C(NCCc2ccccc2)C(=O)c2ccccc2C1=O
20) CCOC(=O)c1cnc2c(OC)cccc2c1Oc1ccccc1
21) COc1ccc(C)cc1N(C(=O)c1ccc(C#N)cc1)C1=NC(C)(C)CS1
22) COc1ccc(C(C(=O)NC2CCCCC2)n2c(=O)c(-c3ccco3)nc3ccccc32)cc1 (centres undefined)
23) CCC(CO)Oc1cc(NC(=O)c2ccccc2F)c2ncn(C(C)C)c2c1 (centres undefined)
24) Cc1cc(C)cc(Oc2nc(-c3ccccc3)cc(C)c2S(C)(=O)=O)c1

entry no.	19	20	21	22	23	24
CCT modulator	-0.1	-0.3	-0.9	x	2.4	-3.8
WRN helicase inh	-17%	-4%	-6%[57.1 µM]	-3%	-17%	-10%
MmCpn inh	0%	0%	0%	x	-9%	1%
EPAC2 antagonist	-8%	-15%	0%	4%	-11%	-6%
EPAC1 ag	6%	10%	-13%	6%	9%	-13%
EPAC1 antagonist	-3%	8%	2%	-3%	u	-9%
PI5P4Ka inh	-4	0	3	u	u	19
PLK1 PBD inh	1%	-2%	-7%	-18%	-6%	0%

25) Cc1ccc(OCC(COCc2ccccc2)NC(C)C)cc1 (centres undefined)
26) C/C(CC(=O)Nc1cccc(C(F)(F)F)c1)=N\NC(=O)Cc1ccccc1
27) COc1ccc(N=c2ssnc2Cl)cc1
28) O=S(=O)(Cc1ccccc1)NCCc1cccc(Cl)c1
29) CCOC(=O)CC1COCCN1C(=O)c1cc(COc2ccccc2SC)on1 (centres undefined)
30) CCOC(=O)C1=C(C)Nc2ccccc2N/C1=N\S(=O)(=O)c1ccccc1

entry no.	25	26	27	28	29	30
CCT modulator	-0.8	0.2	0.5	0.5	0.1	-1.0
WRN helicase inh	-10%	-5%	u	0%	7%	-20%
MmCpn inh	x	2%	-2%	0%	x	-2%
EPAC2 antagonist	-2%	-9%	10%	-14%	-3%	13%
EPAC1 ag	5%	-2%	5%	7%	-2%	-1%
EPAC1 antagonist	3%	-30%	1%	-4%	12%	6%
PI5P4Ka inh	4	1	-83*	1	2	0
PLK1 PBD inh	-4%	1%	1.7µM*	-8%	6%	-3%

31) O=C(N/N=C/c1ccc2c(c1)OCCO2)c1ccncc1
32) CN1CCN(C(=S)Nc2cccc(Cl)c2)CC1
33) COC(=O)c1c(NC(=O)c2ccccc2)sc(C(=O)c2ccccc2)c1C
34) Cn1cnc(Sc2ncnc3nc[nH]c23)c1[N+](=O)[O-]
35) COc1ccc(CCNC(=O)C2CCC(=O)N(CC3CCCCC3)C2)cc1 (centres undefined)
36) COCc1[nH][nH]c(=O)c1C=NCC(=O)OC

entry no.	31	32	33	34	35	36
CCT modulator	-0.3	-3.5	-0.3	-0.7	-0.3	-1.7
WRN helicase inh	6%	2%	-6%	-4%	-21%	3%
MmCpn inh	0%	-1%	1%	2%	1%	0%
EPAC2 antagonist	0%	-1%	-2%	-3%	-22%	1%
EPAC1 ag	4%	2%	1%	1%	0%	3%
EPAC1 antagonist	8%	1%	-4%	3%	-4%	-25%
PI5P4Ka inh	3	-5	15	u	14	4
PLK1 PBD inh	-2%	-2%	2%	u	-11%	2%

# Whole records, looked up by structure. Screens in order: CCT modulator	WRN helicase inh	MmCpn inh	EPAC2 antagonist	EPAC1 ag	EPAC1 antagonist	PI5P4Ka inh	PLK1 PBD inh
# Shown for O=C(N/N=C/c1ccc2c(c1)OCCO2)c1ccncc1 → -0.3	6%	0%	0%	4%	8%	3	-2%
# Shown for CN1CCN(C(=S)Nc2cccc(Cl)c2)CC1 → -3.5	2%	-1%	-1%	2%	1%	-5	-2%
# Shown for COc1ccc(CCNC(=O)C2CCC(=O)N(CC3CCCCC3)C2)cc1 (centres undefined) → -0.3	-21%	1%	-22%	0%	-4%	14	-11%

# Rewritten with two lines to a compound: part of the list above.
# Screens in order – CCT modulator | WRN helicase inh | MmCpn inh | EPAC2 antagonist | EPAC1 ag | EPAC1 antagonist | PI5P4Ka inh | PLK1 PBD inh
31) O=C(N/N=C/c1ccc2c(c1)OCCO2)c1ccncc1
  -0.3 | 6% | 0% | 0% | 4% | 8% | 3 | -2%
32) CN1CCN(C(=S)Nc2cccc(Cl)c2)CC1
  -3.5 | 2% | -1% | -1% | 2% | 1% | -5 | -2%
33) COC(=O)c1c(NC(=O)c2ccccc2)sc(C(=O)c2ccccc2)c1C
  -0.3 | -6% | 1% | -2% | 1% | -4% | 15 | 2%
34) Cn1cnc(Sc2ncnc3nc[nH]c23)c1[N+](=O)[O-]
  -0.7 | -4% | 2% | -3% | 1% | 3% | u | u

# More results follow.
37) Cc1nc(NCc2ccco2)c2c3c(sc2n1)CCC3
38) O=C(COC(=O)c1ccco1)NNC(=O)c1ccc(Cl)cc1
39) C[C@H](NC(=O)c1ccc(Br)cc1)C(=O)NCc1ccc(S(N)(=O)=O)cc1
40) COc1cc2sc(-c3ccc(S(C)(=O)=O)cc3)c(-c3ccc4c(c3)OCO4)c2cc1OC
41) Cc1ccc(S(=O)(=O)Nc2ccc(N3CCOCC3)cc2)cc1
42) COc1ccc(O)c(C=NCC(C)N=Cc2cc(OC)ccc2O)c1 (centres undefined)

entry no.	37	38	39	40	41	42
CCT modulator	-3.6	-0.7	2.2	3.8	-1.2	-2.1
WRN helicase inh	-12%	3%	-5%	-7%	2%	-8%
MmCpn inh	-2%	-1%	-2%	-12%	2%	2%
EPAC2 antagonist	5%	9%	-11%	-10%	-4%	-28%
EPAC1 ag	-6%	-9%	2%	10%	-1%	-6%
EPAC1 antagonist	-3%	13%	0%	-7%	7%	u
PI5P4Ka inh	-28	1	2	7	x	4
PLK1 PBD inh	-10%	-4%	-13%	-11%	-1%	-25%

43) Cc1cc2nccc(-c3ccccn3)n2n1
44) CCOc1ccccc1CN1[C@@H](c2ccc(OC)cc2)CC(C(=O)OC)(C(=O)OC)[C@H]1c1ccccc1
45) CC1CC(C)CN(C(=O)c2ccc(Br)c(S(=O)(=O)N3CCOCC3)c2)C1 (centres undefined)
46) CC(=O)Nc1ccc2nc(NC(=O)CS(=O)(=O)c3ccccc3)sc2c1
47) COCCN(C(=O)C1=COCCO1)c1c(N)n(Cc2ccccc2)c(=O)[nH]c1=O
48) CCCCN1Cc2cc(C(=O)c3cc(F)ccc3O)cnc2NC1=O

entry no.	43	44	45	46	47	48
CCT modulator	-2.5	x	-1.7	1.5	-2.3	-3.8
WRN helicase inh	-1%	-1%	-4%	-34%	-19%	-29%
MmCpn inh	0%	x	0%	0%	2%	0%
EPAC2 antagonist	-2%	16%	-12%	11%	-5%	-2%
EPAC1 ag	14%	6%	10%	-10%	3%	-10%
EPAC1 antagonist	1%	6%	-15%	u	-3%	-24%
PI5P4Ka inh	-5	14	0	-15	2	-19
PLK1 PBD inh	-11%	-10%	-3%	u	-2%	-8%

# An excerpt; the hit share may differ from the screen's.
